Screening data as filed in PubChem BioAssay.
NTR1 agonist: agonists of NTR1, primary screen, imaging, U2OS cells, beta-arrestin-GFP, high content (AID 493036); NTR1-U2OS beta-arrestin-GFP spot imaging, agonist mode; activation, % at 20 µM; 330,000 tested, 0.17% active;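 active = activation at or above 40% of the spot to cytoplasm intensity ratio, with at least 20 cells analyzed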;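 also: 0% = DMSO without peptide and 100% = 100 nM NTR1 peptide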
Target sequence (P30989 whole entry, looked up): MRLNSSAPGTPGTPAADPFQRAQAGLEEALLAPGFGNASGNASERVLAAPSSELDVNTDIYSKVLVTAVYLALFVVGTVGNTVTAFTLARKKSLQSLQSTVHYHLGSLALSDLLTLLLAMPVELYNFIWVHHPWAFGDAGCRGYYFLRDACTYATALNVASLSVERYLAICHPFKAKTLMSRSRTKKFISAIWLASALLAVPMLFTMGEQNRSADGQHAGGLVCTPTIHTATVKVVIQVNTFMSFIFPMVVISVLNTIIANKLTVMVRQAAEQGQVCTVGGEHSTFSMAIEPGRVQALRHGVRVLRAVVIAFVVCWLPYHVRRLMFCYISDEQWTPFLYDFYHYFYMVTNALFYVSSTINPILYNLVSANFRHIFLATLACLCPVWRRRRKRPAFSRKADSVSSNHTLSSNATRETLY
Dengue-2 NS5 capping: flavivirus cap methylation enzyme inhibition – biochemical, confirmation dose response, primary screen (AID 588689). Dengue-2 NS5 methyltransferase capping enzyme assay, biochemical; higher % means a stronger effect. inhibition, % at 25 µM; hits with a dose series show IC50 in µM. 340,000 tested, 0.3% active; in the data active = a potency from the dose series
HIV peptide binding: inhibitors of HIV fusion peptide binding, primary screen, biochemical, uHTS, fluorescence dequenching (AID 1986); cell-free peptide binding, fluorescence dequenching, 30 min; higher % means a stronger effect; inhibition, % at 20 µM; hits with a dose series show IC50 in µM; 290,000 tested, 0.3% active; in the data active = inhibition mostly above about 52%, no sharp cut-off; inactive = mostly below about 76%; also: some results filed as inactive read as strong as hits
AID2073: disruptors of CaV2.2 binding to Mint1 – biochemical, HTRF (AID 2073); HTRF protein-protein interaction, Mint1-CaV2.2; higher % means a stronger effect; inhibition, % at 20 µM; hits with a dose series show IC50 in µM; 290,000 tested, 0.19% active; in the data active = inhibition mostly above about 51%, no sharp cut-off; also: some results filed as inactive read as strong as hits
UTI89 phage lysis: protection from phage-mediated lysis, alamar blue read-out – E. coli UTI89, K1F phage, bacterial capsule biogenesis inhibitors (AID 488966); E. coli UTI89 K1F phage lysis, alamar blue, 2 h; higher % means a stronger effect; inhibition, % at 100 µM, or IC50 in µM where a hit was titrated; 340,000 tested, 0.02% active;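 active = phage lysis inhibition, versus mean bacterial control, above a set limit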;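 also: capsule biogenesis inhibitors block K1F phage lysis so surviving cells raise fluorescence; higher fluorescence means more inhibition of phage lysis; actives were called in the ten point dose series up to 300 µM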
GPR55 activation: selective activators of receptor GPR55 – imaging, U2OS cells, beta-arrestin-GFP redistribution, primary screen (AID 1961); U2OS GPR55 beta-arrestin-GFP redistribution imaging; higher % means a stronger effect; one-dose activation, % at 10 µM; EC50 in µM for titrated hits; 290,000 tested, 0.048% active;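 active = activation above 40% with more than 50 cells counted in the well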;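 also: U2OS osteosarcoma cells stably expressing GPR55 and beta-arrestin-GFP; plate controls were DMSO negative control for no effect and LPI positive control for full effect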
GPR35 arrestin U2OS: inhibition of zaprinast-stimulated GPR35 beta-arrestin translocation – imaging, U2OS, beta-arrestin-GFP, zaprinast agonist, primary screen (AID 2058); U2OS GPR35 beta-arrestin-GFP translocation imaging, zaprinast antagonism; higher % means a stronger effect; inhibition, % at 10 µM; hits with a dose series show IC50 in µM; 290,000 tested, 0.052% active;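 active = inhibition of at least 50% with at least 30 cells and total cytoplasm GFP at most 10,000,000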
SIAH1 antagonists: Siah-1 peptide-binding antagonists, primary screen, biochemical, fluorescence polarization, rhodamine-plectin, uHTS (AID 1817). Siah-1 / rhodamine-plectin peptide fluorescence polarization; higher % means a stronger effect. displacement, % at 20 µM; hits with a dose series show IC50 in µM. 290,000 tested, 0.02% active;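 active = displacement of at least 50% at 20 µM, with a fluorescence ratio check between 0.3 and a set limit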;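 also: plate controls were Siah plus tracer with DMSO for no effect and tracer alone without Siah for full effect; strong numbers were not always called active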
GPR55 antagonists: inhibition of LPI-stimulated GPR55 beta-arrestin translocation – imaging, U2OS, beta-arrestin-GFP, LPI agonist, primary screen (AID 2013); U2OS GPR55 beta-arrestin-GFP translocation imaging, LPI antagonism; higher % means a stronger effect; inhibition, % at 10 µM, or IC50 in µM where a hit was titrated; 290,000 tested, 0.13% active;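 active = spots per cell inhibited over 60%, with over 100 cells counted and total cytoplasm intensity under 500,000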;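 also: U2OS cells stably carrying GPR55 and arrestin-GFP stimulated by 5 µM LPI near EC80; imaged beta-arrestin-GFP aggregate spots per cell after agonist stimulation; plate controls were LPI-stimulated DMSO wells for no effect and DMSO wells without LPI for full effect; some results filed as inactive read as strong as hits; confirmed hits need IC50 under 10 µM and bright autofluorescent wells are also inconclusive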
NTR1 agonist cell count 20 µM: recorded beside NTR1 agonist, whose call it bears; cell count; measured here: cell count, cytotoxicity flag
* = called active by the depositor; x = no result given; [ ] = another dose, or the depositor's remark.

The first 5 compounds (preview)
SMILES	NTR1 agonist	NTR1 agonist cell count 20 µM	Dengue-2 NS5 capping	HIV peptide binding	AID2073	UTI89 phage lysis	GPR55 activation	GPR35 arrestin U2OS	SIAH1 antagonists	GPR55 antagonists
COc1cc(CN(C)Cc2cc(=O)oc3cc(C)c(Cl)cc23)ccc1OC(F)F	0.4	37	-12%	-2.9%	5%	0.2%	0.1%	3%	-3%	13%
CCn1ncc(CNC(=O)C2(C)CC2(Br)Br)c1C (stereo unspecified)	0.6	71	3%	2.7%	-5%	0.6%[50 µM]	-0.3%	-10%	5%	12%
O=C(NC1CCCCC1)N1CCN(c2ncccn2)CC1	0.3	89	1%	1.0%	16%	-1.2%	-0.1%	11%	0%	8%
COc1ccc(N2CCN(C(=O)C3(S(=O)(=O)c4ccc(C)cc4)CC3)CC2)cc1	-0.3	47	2%	-1.9%	3%	-0.3%	0.4%	-15%	18%	1%
CCOc1ccc(-n2c(C)c(C(C)=O)c(C(C)=O)c2C)cc1	-1.4	44	-1%	-0.2%	-14%	0.1%	0.5%	0%	-5%	11%

Main list, previewed entries included:
SMILES	NTR1 agonist	NTR1 agonist cell count 20 µM	Dengue-2 NS5 capping	HIV peptide binding	AID2073	UTI89 phage lysis	GPR55 activation	GPR35 arrestin U2OS	SIAH1 antagonists	GPR55 antagonists
COc1cc(CN(C)Cc2cc(=O)oc3cc(C)c(Cl)cc23)ccc1OC(F)F	0.4	37	-12%	-2.9%	5%	0.2%	0.1%	3%	-3%	13%
CCn1ncc(CNC(=O)C2(C)CC2(Br)Br)c1C (stereo unspecified)	0.6	71	3%	2.7%	-5%	0.6%[50 µM]	-0.3%	-10%	5%	12%
O=C(NC1CCCCC1)N1CCN(c2ncccn2)CC1	0.3	89	1%	1.0%	16%	-1.2%	-0.1%	11%	0%	8%
COc1ccc(N2CCN(C(=O)C3(S(=O)(=O)c4ccc(C)cc4)CC3)CC2)cc1	-0.3	47	2%	-1.9%	3%	-0.3%	0.4%	-15%	18%	1%
CCOc1ccc(-n2c(C)c(C(C)=O)c(C(C)=O)c2C)cc1	-1.4	44	-1%	-0.2%	-14%	0.1%	0.5%	0%	-5%	11%
O=C(CSc1ccccn1)Nc1ccc(N2CCOCC2)cc1	-0.7	61	-7%	-3.1%	-7%	0.5%	0.2%	5%	18%	9%
COC(=O)[C@H](Cc1ccccc1)NC(=O)N1CCCCC1	-0.3	54	-2%	2.5%	6%	1.0%	-0.3%	-1%	-2%	-11%
O=C(CCNC(=O)c1ccccc1Cl)OCC(=O)c1ccccc1	1.0	41	-6%	-1.6%	-5%	0.2%	-0.7%	2%	2%	2%
CCc1ccc(C2C3=C(CC(C)(C)CC3=O)OC3=C2C(=O)CC(C)(C)C3)cc1	6.0	84	-4%	-2.1%	0%	0.3%	-0.2%	9%	1%	0%
O=[N+]([O-])c1cc(S(=O)(=O)CCCN2CCOCC2)ccc1F	20	32	-5%	-1.2%	-4%	-0.8%	-0.1%	27%	-3%	15%
O=C(Oc1ccc2c(=O)c(Cl)coc2c1)c1ccncc1	-2.0	92	-18%	-3.2%	10%	0.4%	0.3%	-2%	-2%	5%
CCc1c(C)sc(NC(=O)CN2CCN(C(=O)c3ccco3)CC2)c1C(=O)OC	1.6	69	0%	-1.1%	-6%	-0.5%	0.0%	24%	2%	-2%
CCCCC(=O)Oc1c(S(=O)(=O)c2ccccc2)c(C)nn1C(C)(C)C	2.8	87	-13%	-0.6%	4%	-2.1%[50 µM]	0.7%	-14%	1%	-5%
COc1ccc(C2=CC3=C(Br)C(=O)C(C)(O)C(=O)C3=CO2)cc1 (stereo unspecified)	0.0	63	22%	8.5%	22%	0.6%	18%	-13%	8%	11%
NC1=NC(=O)/C(=C\c2ccco2)S1	3.0	57	20%	34%	8%	-1.4%[50 µM]	-1.9%	2%	57%	1%

Quoted at random: 2 records from the list.
SMILES	NTR1 agonist	NTR1 agonist cell count 20 µM	Dengue-2 NS5 capping	HIV peptide binding	AID2073	UTI89 phage lysis	GPR55 activation	GPR35 arrestin U2OS	SIAH1 antagonists	GPR55 antagonists
O=C(CSc1ccccn1)Nc1ccc(N2CCOCC2)cc1	-0.7	61	-7%	-3.1%	-7%	0.5%	0.2%	5%	18%	9%
CCn1ncc(CNC(=O)C2(C)CC2(Br)Br)c1C (stereo unspecified)	0.6	71	3%	2.7%	-5%	0.6%[50 µM]	-0.3%	-10%	5%	12%

The results go on.
SMILES	NTR1 agonist	NTR1 agonist cell count 20 µM	Dengue-2 NS5 capping	HIV peptide binding	AID2073	UTI89 phage lysis	GPR55 activation	GPR35 arrestin U2OS	SIAH1 antagonists	GPR55 antagonists
COc1ccc(N/C(=N\c2nc(C)cc(C)n2)NC(C)=O)cc1OC	1.4	93	-9%	1.7%	1%	-4.9%	0.2%	-9%	1%	2%
CCOc1ccc(NC(=O)CCNC(=O)c2ccco2)cc1	-1.6	52	2%	0.2%	-2%	0.3%	-0.2%	2%	-2%	5%
CCOc1cc(CNS(=O)(=O)c2ccc3c(c2)CC(=O)N3C)cc(OCC)c1OCC	2.0	73	-8%	-1.0%	-4%	0.7%	-0.3%	7%	-2%	0%
COc1ccc([N+](=O)[O-])cc1NC(=O)Cn1ccsc1=N	-2.6	61	-4%	-2.2%	-8%	0.8%[50 µM]	-0.1%	5%	-4%	6%
NC(CO)C(=O)NNCc1ccc(O)c(O)c1O (stereo unspecified)	1.6	59	-2%	16%	37%	1.7%	-0.2%	4%	60%	2%
Cn1c(C(=O)NCC2CCCO2)cc2c(=O)n(C)c3ccccc3c21 (stereo unspecified)	-2.0	52	-7%	0.2%	6%	-5.1%	-0.1%	3%	-2%	-7%
COc1cc(OC)c(C2CC(=O)N3CN(c4ccc(C)cc4)CSC3=C2C#N)cc1OC (stereo unspecified)	0.5	87	-16%	6.5%	66%	-0.2%	-0.2%	-9%	-1%	15%
O=C1COc2ccc(S(=O)(=O)NCCc3ccc(Cl)cc3)cc2N1	0.6	49	1%	2.4%	1%	-0.4%	0.6%	11%	4%	-23%
Fc1ccc(/C=N/NC(=S)Nc2ccc(Cl)cc2Cl)cc1	0.9	59	-8%	-2.7%	7%	0.4%	-0.1%	7%	-6%	9%
COc1ccc(C)cc1NCc1cc(=O)oc2cc(-c3ccccc3)c(O)cc12	2.7	52	-1%	2.7%	19%	2.8%	0.6%	8%	-3%	-3%
COc1ccc(C(=O)Cc2nnc(C)s2)c(OC)c1	2.9	58	-8%	0.3%	3%	1.8%[50 µM]	-0.2%	-13%	0%	0%
CCN(CC)CCCN=Cc1c(O)n(-c2ccccc2C)c(=O)c2ccccc12	5.0	53	6%	-1.1%	0%	-0.7%	-0.1%	-2%	6%	11%
COc1cc2c(cc1OC)C(C)N(C(=S)NC(=O)c1ccccc1)CC2 (stereo unspecified)	2.0	33	-7%	-2.7%	-2%	-2.4%	-0.1%	-4%	1%	2%
CCOc1ccc(N2C(=O)NC(Cc3c[nH]c4ccccc34)C2=O)cc1 (stereo unspecified)	2.4	65	-3%	-1.5%	-4%	0.1%	-0.3%	-15%	-1%	3%
COc1ccc(/C=C2\Oc3cc(OCC(=O)N4CC(O)C[C@H]4C(=O)O)ccc3C2=O)cc1OC (stereo partly specified)	-1.1	84	-10%	7.1%	25%	0.9%	0.5%	-16%	9%	-4%
O=C(Cc1ncc(C(F)(F)F)cc1Cl)NCc1ccco1	-0.2	46	1%	-1.5%	-9%	0.1%	0.1%	-1%	6%	-3%
O=C(CSc1ncc(C(F)(F)F)cc1Cl)N1CCN(S(=O)(=O)c2ccc3ccccc3c2)CC1	5.2	53	0%	0.8%	10%	0.9%	0.0%	-12%	-2%	-6%
COC(=O)CC1C(=O)NCCN1C(=O)CSc1nnnn1-c1ccc(OC)cc1 (stereo unspecified)	0.0	52	-10%	-0.1%	4%	-0.8%	-0.3%	-1%	-2%	5%
Cc1cccc(Oc2nc(-c3ccncc3)nc3ccccc23)c1	9.5	46	5%	0.6%	2%	0.7%	-0.2%	5%	-3%	2%
CC(=O)Nc1cccc2c1[n+]([O-])c(C)c(C)[n+]2[O-]	x	x	x	-0.5%	-13%	x	-0.1%	-3%	-6%	2%
CCn1c(O)c(C=NC2CCCC2)sc1=S	1.1	72	-4%	0.5%	-16%	-0.1%	-0.1%	-20%	-5%	-2%
COc1ccc(C2c3ccc(O)cc3Oc3ncn(Cc4ccco4)c(=N)c32)cc1OC (stereo unspecified)	-1.1	72	1%	3.5%	4%	1.3%[50 µM]	1.2%	0%	13%	33%
O=C(C1=C(c2ccccc2)C(=O)c2ccccc2C1=O)c1ccccc1	x	x	4%	-2.8%	-5%	0.0%	-0.2%	-8%	5%	3%
CCOC(=O)c1nc(Nc2ccc(C(C)=O)cc2)c2ccccc2n1	9.7	57	-2%	4.8%	20%	-1.7%	1.1%	1%	-1%	-1%
CCN(CC)S(=O)(=O)c1ccc(OC)c(NC(=O)CSc2cc(C)ccc2C)c1	4.1	45	0%	3.3%	0%	2.9%	-0.2%	-2%	6%	-11%
Cc1ccc2nnc(Cl)n2n1	-0.4	45	x	1.7%	9%	-0.2%	-0.4%	-14%	-4%	7%
Cn1c(-c2ccc3c(c2)OCO3)c(C(=O)O)c(=O)c2ccccc21	1.9	60	5%	0.2%	5%	3.3%[50 µM]	-0.2%	-10%	-2%	9%
CCN(C(=O)COC(=O)CNS(=O)(=O)c1ccccc1)c1ccccc1	-0.1	32	2%	3.1%	4%	-0.1%	-0.2%	-8%	5%	1%
Cc1ccc(-c2n[nH]c(=O)c3ccccc23)cc1N	2.6	91	-3%	0.6%	-5%	0.0%	0.3%	-16%	6%	0%
O=C(Cc1ccccc1)NCCN1CCCC1	-0.8	62	-5%	-1.4%	0%	0.0%	0.4%	-19%	2%	11%
COc1ccc(-n2c(SC(C)C(=O)N3CCOCC3)nc3ccccc3c2=O)cc1 (stereo unspecified)	1.6	50	3%	1.8%	15%	0.1%	-0.2%	2%	8%	19%
